# PV pol inh – inhibitors of poliovirus RNA polymerase binding and polymerization | P03300 | poliovirus polymerase elongation, fluorescence polarization; hits give low values | % elongation, % (compound at 16.7 µg/mL) | 150,000 tested, 0.66% active | AID 588519; in the data active = % elongation below about 90%; also: some results filed as inactive read as strong as hits
# Target sequence (P03300 1749-2209 limits assumed): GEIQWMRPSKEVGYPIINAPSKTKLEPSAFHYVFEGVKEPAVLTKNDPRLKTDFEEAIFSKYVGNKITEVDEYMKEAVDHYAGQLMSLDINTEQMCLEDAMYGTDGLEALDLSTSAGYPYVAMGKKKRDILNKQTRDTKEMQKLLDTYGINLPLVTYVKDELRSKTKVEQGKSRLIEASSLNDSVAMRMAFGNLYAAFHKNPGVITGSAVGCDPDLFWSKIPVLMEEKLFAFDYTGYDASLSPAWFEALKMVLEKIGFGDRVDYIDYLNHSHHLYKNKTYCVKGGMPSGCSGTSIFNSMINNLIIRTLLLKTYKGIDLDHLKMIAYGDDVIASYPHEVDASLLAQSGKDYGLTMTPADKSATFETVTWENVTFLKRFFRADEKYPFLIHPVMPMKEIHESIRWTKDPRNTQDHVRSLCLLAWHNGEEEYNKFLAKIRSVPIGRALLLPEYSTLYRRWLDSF
# PV pol inh FP z-score – also measured in PV pol inh; calls as there; z-score; measured here: FP z-score; hits read low
# An asterisk follows results filed as active. The list is partial (hit frequency here may not be typical).
SMILES,PV pol inh,PV pol inh FP z-score
C=CCn1c(=O)c2c(nc3n2CC(C)CN3Cc2ccccc2)n(C)c1=O (configuration not stated),101,0.1
NC1=NC(Cc2ccccc2)CC(=O)N1 (configuration not stated),102,-0.3
COc1cc(C#N)ccc1OCC(=O)NC1CCCCC1C (configuration not stated),103,0.7
Cc1cc(NC(=O)Nc2nnc(N(C)C3CCCCC3)s2)ccc1Br,106,-0.4
COc1cc(/C=C(/C#N)c2nc(-c3cc4ccccc4oc3=O)cs2)ccc1O,107,0.6
CCOC(=O)c1ccc(N2CN(CC)CNC2=S)cc1,103,0.1
CC1C/C(=N/N=c2\sc3ccccc3n2C)CC(C)(C)C1 (configuration not stated),101,0.1
CC(C)(C)OC(=O)N=Nc1c(O)n(Cc2ccccc2)c2ccccc12,104,0.3
O=C1CCC(=O)N1NC(=O)C12CC3CC(CC(C3)C1)C2,104,0.3
Cc1ccnc(SCC(N)=O)c1C#N,102,0.1
COc1cc(S(=O)(=O)N(Cc2cccnc2)Cc2ccco2)ccc1-n1cnnn1,100,-0.7
CC1CCCCC1NC(=O)CSc1ccc(S(=O)(=O)N2CCCC2)cn1 (configuration not stated),102,0
CCSc1nnc2n(-c3cccc(C)c3)c(=O)c3c4c(sc3n12)CCCC4,107,0.6
CN(c1ccccc1)S(=O)(=O)c1nnc(NC(=O)c2cccs2)s1,109,0.1
CSCCSc1nnc(-c2cccc(S(=O)(=O)N3CCCCC3)c2)o1,104,0.1
CC1CCCC(NC(=O)COC(=O)c2ccc(C#N)cc2)C1C (configuration not stated),102,0.3
CCc1cc(Cl)c(OC)c(C(=O)NCC2CCCN2CC)c1O (configuration not stated),101,0.2
CCCCNC(=S)Nc1ccc2nc3n(c(=O)c2c1)CCCCC3,99,-1
CCNC(=S)N(CCc1c(C)[nH]c2ccccc12)Cc1ccccn1,102,0.1
COCCNC(=O)c1cnn(-c2cccc(C)c2)c1-n1cccc1,101,-1.4
O=C(Cc1ccc(Cl)cc1)Nc1cccc(-c2nc3ccccc3o2)c1,101,-0.3
Cc1cnn(CCCNC(=S)Nc2ccc(S(N)(=O)=O)cc2)c1,101,0.4
O=C(CN1C(=O)NC(Cc2c[nH]c3ccccc23)C1=O)c1ccc2c(c1)OCCO2 (configuration not stated),104,0
CCN1C(=O)/C(=N/n2cnnc2)c2ccccc21,100,-0.7
Cc1ccc(-n2ncc3c(NCCc4ccccc4)ncnc32)cc1,103,-0.6
COc1cccc(/C(O)=C/c2nc3ccc(C(=O)N4CCN(C5CCCCC5)CC4)cc3[nH]c2=O)c1,105,0.6
Cc1oc2c(cc(NS(=O)(=O)c3ccc(C(C)C)cc3)c3ccccc32)c1C(=O)OCc1ccccc1,108,0.9
Cc1c(Cl)cccc1Nc1nc(N)nc(CSC(=S)N(C)C2CCCCC2)n1,100,-0.4
CCc1ccc(OCC(=O)Nc2ccc(Cl)c(-c3nc4cc(C)cc(C)c4o3)c2)cc1,104,-0.1
CCN1CCCC1CNC(=O)c1[nH]c2cc(OC)ccc2c1Sc1ccc(Cl)cc1 (configuration not stated),103,0.2
O=C(Nc1ccc(Br)cc1F)c1cc(S(=O)(=O)NCc2ccc(F)cc2)ccc1F,102,-1.1
Cc1ccc(Nc2ccc(N3CCN(C(=O)c4ccc([N+](=O)[O-])cc4)CC3)nn2)cc1,113,1.7
O=S(=O)(Cc1ccccc1)N1CCN(c2ccccc2Cl)CC1,101,0.5
O=C(Nc1nccs1)c1cc2ccccc2oc1=O,101,0.3
CC(Nc1ncnc2ccccc12)C(=O)O (configuration not stated),100,-0.4
O=C(CC(c1ccccc1)n1cccc1)N1CCc2ccccc21 (configuration not stated),102,0.6
CC(=O)N(c1ccccc1)c1nc(/C=C(\C#N)C(=O)Nc2nccs2)cs1,103,-0.1
O=C(c1cnc(N2CCOCC2)c2ccccc12)N1CCN(c2ccccc2)CC1,108,0.2
CC1=C(C(=O)N(C)Cc2ccccc2)C2(CCC(C)CC2)OC1=O (configuration not stated),103,0.5
Cc1ccccc1Cn1c(=O)n(Cc2ccc(Cl)cc2)c(=O)c2cccnc21,101,-0.9
Cc1ccc(N2C(=O)CCSC23C(=O)N(Cc2ccccc2)c2ccccc23)cc1 (configuration not stated),110,0.9
O=S(=O)(c1ccccc1)c1nc(-c2cccc(Cl)c2)oc1N1CCOCC1,109,1.4
COC(=O)C1CCCN1S(=O)(=O)c1ccccc1 (configuration not stated),103,0
CCOc1ccc(S(=O)(=O)Nc2cc3c(C(=O)OCc4ccccc4)c(C)oc3c3ccccc23)cc1,106,0.2
COc1cccc(C(=O)Nc2sc3c(c2C(N)=O)CCC3)c1,103,0.5
O=C(N=C1SCC(=O)N1c1ccccc1)c1ccco1,100,0
CCOC(=O)N1CCC(NC(=O)c2cc3ccc4cccnc4c3[nH]2)CC1,101,-0.1
Cc1cc(C)c(C)c(Cn2c(-c3ccco3)nc3ccccc32)c1C,104,0.7
CCc1cccc(CC)c1NS(=O)(=O)c1ccc2c(c1)CCN2C(=O)C1CC1,112,0.8
Cn1cnnc1SCc1cc(=O)c(OCC(=O)N2CCc3ccccc32)co1,107,0.3
O=C(c1cc2ncc(Br)cn2n1)N1CCCCC1,102,0
CCOC(=O)c1c(C2CC2)csc1NC(=O)COn1nnc2ccccc21,102,0.2
CC(=O)N1CCc2c(sc3c2c(=O)n(CCc2ccccc2)c(=O)n3Cc2cccc(C)c2)C1,101,-0.9
Cc1cc(/C=C(/C#N)C(=O)NC2CCCCC2)c(C)n1-c1ccc(I)cc1,99,-0.2
Fc1ccccc1N1CCN(Cc2nnc(-c3ccc4c(c3)OCO4)o2)CC1,109,1.3
C=CCn1c(C(C)Oc2cccc(C)c2)nc2ccccc21 (configuration not stated),103,-0.5
NC(=O)c1ccc(NC(=O)CC2Sc3ccccc3NC2=O)cc1 (configuration not stated),111,0.4
CC1CC(N(CCC#N)S(=O)(=O)c2ccc(Br)cc2)CC(C)(C)C1 (configuration not stated),104,0
CCC(=O)N1N=C2C(C)CN(C)C(C)C2C1c1ccco1 (configuration not stated),99,-0.2
CS(=O)(=O)N1CCN(c2ccccc2NC(=S)NC(=O)c2ccc(-c3cccc(Cl)c3)o2)CC1,100,0

# Grouped by structure, the entries above with fluorine.
SMILES,PV pol inh,PV pol inh FP z-score
O=C(Nc1ccc(Br)cc1F)c1cc(S(=O)(=O)NCc2ccc(F)cc2)ccc1F,102,-1.1
Fc1ccccc1N1CCN(Cc2nnc(-c3ccc4c(c3)OCO4)o2)CC1,109,1.3

# Remaining list, next part:
SMILES,PV pol inh,PV pol inh FP z-score
CC(C)C(=O)N(Cc1ccccc1)c1ccccn1,106,0.2
O=C1CC(c2ccccc2)CN1C(=O)c1ccccc1 (configuration not stated),98,-0.7
COc1ccc(C(=O)c2nc3ccccc3n2C(C)C)cc1OC,101,0
Cc1cccc(NS(=O)(=O)c2cc3c(cc2C)n(C)c(=O)c(=O)n3C)c1,102,0
CCOC(=O)N1CCN(C2CC(=O)N(CCc3ccc(OC)c(OC)c3)C2=O)CC1 (configuration not stated),102,0.3
CN1C(=O)C2(C(C#N)=C(N)N(c3ccccc3)C3=C2C(=O)CC(C)(C)C3)c2ccccc21 (configuration not stated),107,1.8
COc1ccc(OC)c(NC(=O)COc2coc(CN3CCc4ccccc43)cc2=O)c1,103,0.2
Clc1nc(Cl)nc(N2CCCCC2)n1,95,-1.2
Cc1ccc2nc(NC(=O)COc3ccc(F)cc3)sc2c1,102,-0.2
COc1cccc(Cn2cc(C(=O)c3ccc(Cl)cc3)c(=O)c3ccccc32)c1,111,1
CCOC(=O)Cc1csc(NC(=O)CSc2nnc(-c3ccc(F)cc3)o2)n1,102,0.1
COc1ccc(O)c(-c2cnc(=S)[nH]c2-c2cc(OC)ccc2OC)c1,96,-0.8
Cc1ccc(-n2ncc3c(NCc4ccccc4)ncnc32)cc1C,103,-0.6
CCc1ccccc1NC(=O)CSc1nnc(-c2ccc(OC)cc2)s1,108,0.1
Cc1c(NC(=O)c2cc([N+](=O)[O-])ccc2N2CCOCC2)cccc1-c1nc2ccccc2o1,108,1

# By substructure: the entries above containing an NH in an aromatic ring
SMILES,PV pol inh,PV pol inh FP z-score
CCNC(=S)N(CCc1c(C)[nH]c2ccccc12)Cc1ccccn1,102,0.1
O=C(CN1C(=O)NC(Cc2c[nH]c3ccccc23)C1=O)c1ccc2c(c1)OCCO2 (configuration not stated),104,0
COc1cccc(/C(O)=C/c2nc3ccc(C(=O)N4CCN(C5CCCCC5)CC4)cc3[nH]c2=O)c1,105,0.6
CCN1CCCC1CNC(=O)c1[nH]c2cc(OC)ccc2c1Sc1ccc(Cl)cc1 (configuration not stated),103,0.2
CCOC(=O)N1CCC(NC(=O)c2cc3ccc4cccnc4c3[nH]2)CC1,101,-0.1
COc1ccc(O)c(-c2cnc(=S)[nH]c2-c2cc(OC)ccc2OC)c1,96,-0.8

# (more compounds)
SMILES,PV pol inh,PV pol inh FP z-score
O=C(CSc1nnnn1-c1ccccc1)NC(=O)Cc1ccccc1,101,-0.2
Cc1cc(-c2ccc(S(=O)(=O)N3CCCC3)cc2)nc2ccccc12,103,0.4
CCOc1cc(/C=N/O)cc(I)c1O,98,-0.7
COC(=O)/C=C1/NCC(OC(=O)c2ccc(C(C)(C)C)cc2)CNC1=O (configuration not stated),107,0.4
CN(Cc1nc(-c2ccccc2)no1)C(=O)C(C)(C)C,103,0.8
CCn1c(=N)c(C(=O)NC2CCCCC2)cc2c(=O)n3cccc(C)c3nc21,109,-0.2
COc1ccc(NC(=O)CC2NC3CCCCC3NC2=O)cc1Cl (configuration not stated),101,0.1
CCC1S/C(=N\N=C\c2ccc(O)c(OC)c2)NC1=O (configuration not stated),103,0.2
COc1ccc(OC)c(C2CC(=O)Nc3c2c(=O)n(C)c2ncnn32)c1 (configuration not stated),104,-0.2
COCC(C)NC(=O)c1cc(-c2cccs2)on1 (configuration not stated),101,-0.2
CCC(=O)N1CCc2cc(S(=O)(=O)NC(Cc3ccccc3)C(=O)NCc3cccc(OC)c3)ccc21 (configuration not stated),103,-0.1
CCOCc1cc(CN2CCN(c3cccc(C(F)(F)F)c3)CC2)c(O)c2ncccc12,123,2.8
COc1ccc(C(=O)N2c3ccccc3C(C)(c3ccc(Cl)cc3)CC2(C)C)cc1 (configuration not stated),107,0.8
O=C(COc1ccc(-c2nnco2)cc1)N1CCOCC1,105,0.3
CC1CCN(Cn2c(=O)n(CN3CCC(C)CC3)c3ccccc32)CC1,103,0.1
CCc1nnc(NC(=O)CC(=O)Nc2ccccc2C(=O)O)s1,101,-0.3
Cc1ccc2nc(NC(=O)c3ccc4c(c3)SC3=NS(=O)(=O)CCN34)sc2c1,96,-0.7
CN(C)c1cccc2c(/C=N/O)ccc(N(C)C)c12,103,0.4
CCCC(CCC)C(=O)O,98,-0.3
CCOc1ccc(CNC(=O)c2oc3c(c2C)-c2nn(Cc4cccc(Cl)c4)cc2CC3)cc1,108,0.2
N=c1sc(SCc2ccccc2)nn1CC(=O)c1ccc2c(c1)OCCO2,99,-0.4
CC(C)(C)NCc1ccc(-c2ccccc2)o1,100,-0.8
CCOC(=O)C1=C(N)n2c(s/c(=C/c3ccco3)c2=O)=C(C(=O)OCC)C1c1ccco1 (configuration not stated),104,0.1
COCCc1nn2c(=O)cc(COC(=O)c3ccco3)nc2s1,106,0
O=C1c2ccccc2C(=O)N1CN1CCOCC1,103,0.2
NC(=O)c1cccc(-c2nn[nH]n2)c1,100,-0.1
CCCC(CCC)C(=O)NC1CC(=O)N(c2ccc3c(c2)OCCO3)C1 (configuration not stated),110,0.8
CC(C)CCNC(=O)Cn1cccc1C(=O)c1ccccc1,103,0.4
O=C(Nc1ccc(N2CCOCC2)c2nonc12)c1cc(-c2cccnc2)nc2ccc(Cl)cc12,98,-1.3
CN(C)CCN(C(=O)Cc1ccccc1)c1nc2cc3c(cc2s1)OCCO3,101,-0.3

# Single values from the entries so far.
# PV pol inh FP z-score, CC1CCCC(NC(=O)COC(=O)c2ccc(C#N)cc2)C1C (configuration not stated) reads 0.3
# PV pol inh FP z-score, COc1cc(/C=C(/C#N)c2nc(-c3cc4ccccc4oc3=O)cs2)ccc1O reads 0.6
# PV pol inh, CCN1CCCC1CNC(=O)c1[nH]c2cc(OC)ccc2c1Sc1ccc(Cl)cc1 (configuration not stated) reads 103
# PV pol inh, CC1CC(N(CCC#N)S(=O)(=O)c2ccc(Br)cc2)CC(C)(C)C1 (configuration not stated) reads 104
# PV pol inh, CCC(=O)N1N=C2C(C)CN(C)C(C)C2C1c1ccco1 (configuration not stated) reads 99
# PV pol inh, O=C(Nc1ccc(Br)cc1F)c1cc(S(=O)(=O)NCc2ccc(F)cc2)ccc1F reads 102

# Continuation:
SMILES,PV pol inh,PV pol inh FP z-score
O=C(CC1CC2CCC1C2)Nc1ccccc1I (configuration not stated),103,0.5
CC(C(=O)Nc1ccc(S(=O)(=O)N2CCCCC2)cc1)N(C)Cc1nc2ccccc2c(=O)[nH]1 (configuration not stated),103,0
Cc1cccc(Cn2c(SCc3ccc(C(=O)NC4CCCCC4)cc3)nc3ccncc32)c1,105,-1.4
CCCCC(CC)n1[nH]c(=O)cc1N (configuration not stated),102,0.1
O=C1c2ccccc2-c2nn(CC(=O)N3CCOCC3)c3cccc1c23,45,-5.6
CC1CCC(NC(=O)C2CCCN(C(=O)c3cc4sccc4n3C)C2)CC1 (configuration not stated),102,0.2
CC(C)OCCCNc1ncnc2sc3c(c12)CCCC3,-2.0*,-8*
COc1ccc(Nc2ncc(C)s2)cc1,102,-0.1
CC1CCc2c(sc(NC(=O)C3c4ccccc4Oc4ccccc43)c2C#N)C1 (configuration not stated),96,-2.4
CC(CNc1nc2ccccc2c2nc(-c3ccccc3)nn12)c1ccccc1 (configuration not stated),101,-1
O=C(O)/C=C1\SC(=O)N(c2ccccc2)C1=O,100,-0.4
CN(C)Cn1c(O)c(N=NC(=O)Sc2nc3ccccc3s2)c2ccccc21,103,0.2

# Part of the list above in a different format:
molecule	PV pol inh	PV pol inh FP z-score
CC1CCC(NC(=O)C2CCCN(C(=O)c3cc4sccc4n3C)C2)CC1 (configuration not stated)	102	0.2
CC(C)OCCCNc1ncnc2sc3c(c12)CCCC3	-2.0*	-8*
COc1ccc(Nc2ncc(C)s2)cc1	102	-0.1
CC1CCc2c(sc(NC(=O)C3c4ccccc4Oc4ccccc43)c2C#N)C1 (configuration not stated)	96	-2.4
CC(CNc1nc2ccccc2c2nc(-c3ccccc3)nn12)c1ccccc1 (configuration not stated)	101	-1
O=C(O)/C=C1\SC(=O)N(c2ccccc2)C1=O	100	-0.4
